# Screens deposited in PubChem BioAssay by several laboratories.
# HUVEC tox IL1B – cytotoxicity in IL-1B stimulated HUVEC, primary screen, cytotoxicity control for IL-1B NFkB translocation project, imaging, Hoechst nuclear count, IL-1B stimulus | cell count reduction, % at 2 µM | HUVEC cell count loss | 0.41% of 94,000 active | AID 845, 2007;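 active = cell count reduction more than 3 SD above the screen-wide mean, cut at about 70% in these data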;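 also: normalized per plate to untreated control cells as the no-loss baseline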
# sEH inhibitor – soluble epoxide hydrolase inhibitors, primary screen, biochemical, human sEH; Bifunctional epoxide hydrolase 2 (Homo sapiens), P34913; recombinant human sEH enzymatic activity assay; inhibition, % at 2 µM; 0.34% of 91,000 active; AID 707, 2007; in the data active = inhibition above about 80%; also: values of inactives mirror those of a sister screen read the other way; many of its hits are not listed in these tables
# Plk1 PBD FP – Plk1 polo box domain binding inhibitors, primary screen, biochemical, fluorescence polarization. 0.13% of 97,000 active. inhibition, %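 (tested at about 20 µM)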. AID 693, 2007. Plk1 PBD phosphopeptide binding. Serine/threonine-protein kinase PLK1 (Homo sapiens), P53350; in the data active = inhibition above about 34%, passing the limit was not always enough
# E coli WT exp – growth inhibitors of wild-type E. coli, primary screen, strain BW25113, expanded library, OD600; AID 710, 2007; growth inhibition, % at 100 µM; OD600 absorbance; 0.15% of 98,000 active;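 active = growth inhibition above about 50% at one test dose, limit read from the data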;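 also: growth measured after 20 h incubation at 37 °C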
# hDAT+cocaine – changed hDAT dopamine uptake under cocaine IC80, either direction, primary screen, cocaine antagonist project, cell-based, LLC-PK1 hDAT, [14C]-dopamine uptake, MLSMR; 1.3% of 110,000 active; Sodium-dependent dopamine transporter (Homo sapiens), Q01959; AID 449768, 2010; LLC-PK1 hDAT cells, [14C]-dopamine uptake with cocaine IC80; actives deviate in either direction; B-score at 10 µM;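 active = Z score or B-score, a plate-position-corrected score, falls beyond the plate's 99.7% confidence bounds, in either direction; inactive = both scores lie inside the 99.7% bounds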;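 also: scored against the spread of the other compound wells on the same plate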
# Target sequence (Q01959 whole entry, looked up): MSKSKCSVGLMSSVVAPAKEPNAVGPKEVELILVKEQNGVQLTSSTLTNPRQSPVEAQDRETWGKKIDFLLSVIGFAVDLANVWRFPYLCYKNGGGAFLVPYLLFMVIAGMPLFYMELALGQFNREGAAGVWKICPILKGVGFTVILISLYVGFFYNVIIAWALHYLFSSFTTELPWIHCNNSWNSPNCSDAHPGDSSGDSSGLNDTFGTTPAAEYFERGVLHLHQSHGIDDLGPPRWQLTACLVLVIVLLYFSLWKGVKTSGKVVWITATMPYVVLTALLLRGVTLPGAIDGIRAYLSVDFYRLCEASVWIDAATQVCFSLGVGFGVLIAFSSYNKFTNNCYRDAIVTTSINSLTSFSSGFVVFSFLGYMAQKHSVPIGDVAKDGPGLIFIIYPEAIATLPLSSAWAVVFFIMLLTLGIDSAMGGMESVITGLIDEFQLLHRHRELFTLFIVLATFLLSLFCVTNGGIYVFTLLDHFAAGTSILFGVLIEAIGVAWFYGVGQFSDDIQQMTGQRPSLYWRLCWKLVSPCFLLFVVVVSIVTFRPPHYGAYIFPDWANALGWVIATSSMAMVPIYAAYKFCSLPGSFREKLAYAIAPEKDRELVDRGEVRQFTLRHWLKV
# F-actin modifier – modifiers of F-actin cytoskeleton organization, primary screen, imaging, HUVEC, phalloidin staining, high-content imaging | HUVEC TNFa F-actin phalloidin imaging | inhibition, % at 2 µM | 0.18% of 91,000 active | AID 836, 2007;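 active = inhibition above the batch mean plus 3 SD and confirmed as a hit by visual image inspection, cut at about 30% in these data, passing the limit was not always enough; inconclusive = above the inhibition threshold but rejected on visual inspection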; also: strong numbers were not always called active
# VCAM1 TNFa inh – inhibitors of TNFa-induced VCAM1 expression, primary screen, imaging, HUVEC, TNFa stimulus, immunofluorescence; AID 802, 2007; inhibition, % at 2 µM; 0.48% of 95,000 active; HUVEC TNFa-induced VCAM-1 immunofluorescence, high-content imaging;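 active = inhibition above the batch mean plus 3 SD, with images confirmed as a hit by eye, cut at about 37% in these data; inconclusive = inhibition above that limit but hit not confirmed in images; inactive = inhibition not above that limit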;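 also: 0% = TNF-stimulated DMSO wells and 100% = unstimulated control wells; not every result past the cut was called active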
# TNFa cytotox – cytotoxicity in TNFa-stimulated HUVEC, primary screen, cytotoxicity control for VCAM1 expression modulator project, imaging, Hoechst nuclei count; HUVEC TNFalpha-stimulated, Hoechst cell count; cell count reduction, % at 2 µM; 0.17% of 93,000 active; AID 848, 2007;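 active = cell count reduction exceeding the screen mean by over 5 SD, scaled to untreated wells per plate, cut at about 78% in these data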;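 also: cells counted after 24 h of TNF alpha exposure following the 1 h pretreatment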
# PLK1 inh – human PLK1 kinase inhibitors, primary screen, biochemical, TR-FRET; Serine/threonine-protein kinase PLK1 (Homo sapiens), P53350; recombinant PLK1 kinase, TR-FRET peptide phosphorylation; inhibition, % at 10 µM; 0.53% of 97,000 active;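 active = inhibition of 50% or more in the single-concentration screen; inactive = inhibition below 50%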;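 also: 0% = DMSO max control and 100% = H-89 dihydrochloride min control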
# * marks the source's active call; other numbers are inactive results; u = inconclusive; x = not tested or not shown; & = joins results of further samples; ! = repeats disagree.
SMILES,HUVEC tox IL1B,sEH inhibitor,Plk1 PBD FP,E coli WT exp,hDAT+cocaine,F-actin modifier,VCAM1 TNFa inh,TNFa cytotox,PLK1 inh
Cc1ccsc1C(=O)Nc1ccc(C(=O)O)cc1,17.9,6.5,21.7,-15.0,-2.48,12.6,-8.2,-5.6,-10.2
CCNC(=S)N/N=C/c1ccco1,-2.8,7.5,-8.5,9.0,1.61,5.1,28.9,4.5,-11.8
N#C/C(=N\O)c1nc(-c2ccccc2)cs1,12.7&-2.6,2.2&-7.6,-13.5&-10.1,-3.0&-10.0,-5.23*!,8.4&-31.6,9.9&11.8,-12.5&26.1,-9.9&-4.5
CCOC(=O)c1c(C)oc2c1c(C(c1cccnc1)N1CCCCC1)c(O)c1ccccc12 (stereo unspecified),12.8,1.5,12.1,-8.0,0.204,8.2,0.6,-25.2,-1.5
Cc1ccc2cccc(NC(=S)NC(=O)c3c(Br)cnn3C)c2n1,-47.9,4.9,4.2,x,0.469,-7.8,18.6,16.9,-9.8
Cn1c(SCC(=O)Nc2cccc(F)c2)nnc1-c1cc2ccccc2o1,-26.1,1.2,-9.3,-5.0,-0.858,2.0,12.9,-2.9,-25.2
CCOc1ccc(Br)cc1/C=N/O,-14.0,10.7,-2.1,9.0,-0.195,-6.5,-1.3,-2.3,7.2
COc1ccc(C(=O)Nc2ccc(S(=O)(=O)NCc3ccco3)cc2)cc1OC,-21.1,x,5.5,-2.0,-0.0155,-18.5,5.9,-23.3,-8.3
CSCC[C@H](NC(=O)NCc1ccccc1F)C(=O)O,4.5,0.3,-2.5,1.0,-0.142,1.6,-5.3,-25.9,-2.5
COc1ccc(-c2nc(S(=O)(=O)c3ccc(C)cc3)c(N3CCCC3)o2)cc1,-34.6,0.2,0.1,2.0,-0.0446,0.4,5.8,-15.1,-7.4
O=c1cc(CO)occ1OCc1cccc(F)c1,12.1,-3.6,-11.6,7.0,-0.429,-6.7,1.1,-9.8,-17.8
CCOc1ccc2nc(NCCCNS(=O)(=O)c3ccc(F)cc3)c(C#N)cc2c1,-24.6,8.2,-16.4,x,-0.289,-0.3,3.8,-7.8,-11.7
CC1(C)NC(=O)N(CCCCOc2ccc(Br)cc2Cl)C1=O,-10.1,6.0,-3.9,7.0,0.24,5.9,-0.8,-2.4,-5.7
Cc1cc(=O)oc(C)c1C(=O)OCC(=O)c1ccc(Cl)c(Cl)c1,x,-10.9,-10.9,-4.0,-0.232,12.7,-6.3,-7.8,8.5
O=C(NCc1ccccn1)c1coc(=O)c(Br)c1,-19.2,-15.8,-5.6,-1.0,-0.346,2.5,21.3,-10.2,-4.3
COC(=O)c1nn(-c2ccccc2)c(Sc2ccc(Br)cc2)c1/C=N/O,-101.1,-2.8,-5.8,0.0,-0.941,-0.9,-33.0,-39.4,-6.5
CCc1c(C)sc(NC(=O)c2cc(C3CC3)on2)c1C#N,-2.3,-1.9,5.2,-9.0,-1.5,-33.4,-17.3,12.2,-6.2
CCOC(=O)C1=C(C)N(C)C(=S)NC1c1ccccc1Cl (stereo unspecified),-19.3,-1.2,5.4,-4.0,-0.217,24.8,-10.3,-1.2,-10.9
CSc1c[n+]2c(n1C)CCC2,-25.1,-2.0,-5.5,2.0,1.02,-3.8,-1.2,-28.5,-18.6
Cc1cccn2c(=O)c3cc(C#N)c(=NC(=O)c4ccncc4)n(CCCOC(C)C)c3nc12,-13.3,-19.7,5.3,-3.0,2.36*,-2.3,14.8,-15.1,-13.6
c1ccc(Cc2nn3c(-c4ccncc4)nnc3s2)cc1,18.1,2.3,-9.3,4.0,0.497,-8.8,-11.0,-15.9,3.2
CCCS/C(N)=N/N=C/c1cc(C)ccc1O,8.1,-2.6,-2.7,2.0,-1.01,-10.4,32.0,8.3,-10.5
Cc1cccc(N2C(=O)C3C4CC(C(Br)C4Br)C3C2=O)n1 (stereo unspecified),-6.9,-15.0,-8.1,-3.0,0.731,20.8,0.2,-22.2,-13.6
NC(=O)c1ccc(NC(=O)CCCc2nc(-c3ccccc3Cl)no2)cc1,-31.1,5.0,-10.5,-6.0,0.527,24.5,11.7,-3.3,-13.9
Cc1ccc(NC(=O)COC(=O)c2ccc3c(c2)NC(=O)C2CCCN32)cc1 (stereo unspecified),-11.4,x,-3.1,-3.0,0.363,19.2,4.8,-44.9,-1.6
Cc1nn(-c2ccc(F)cc2)c2sc(C(=O)OCC(=O)N3CCC(C)CC3)cc12,-2.1,-23.7,4.0,-7.0,0.607,9.0,8.2,-6.3,-9.2
Cc1ccc(SCc2[nH]nc3c2C(c2ccco2)C(C#N)=C(N)O3)cc1 (stereo unspecified),x,5.9,-0.7,2.0,-0.47,0.8,30.5,-17.8,-12.1
O=C(NCc1ccccc1)N1CCN(c2ccc(F)cc2)CC1,-17.7,11.5,-14.4,x,-0.824,6.0,-6.5,-31.7,-15.3
O=C(c1ccc(S(=O)(=O)N2CCOCC2)cc1)N1CCc2ccccc2C1,-66.1,10.1,2.1,5.0,-0.346,-2.5,18.4,-8.4,-13.6
CCOc1cc(N2CCOCC2)c(OCC)cc1NC(=O)Cc1cccc(OC)c1,8.1,-5.1,-4.3,12.0,-0.25,7.1,-3.6,2.1,-9.5
CCOC(=O)c1c(CC(C)C)csc1NC(=O)C(C)C,-11.4,3.1,21.0,1.0,0.215,13.1,4.1,-15.9,-9.7
O=C(NCc1cccnc1)C1CC(=O)N(c2ccc(F)cc2)C1 (stereo unspecified),-18.7,0.4,16.3,7.0,0.966,-57.4,0.9,0.8,0.9
Cc1nc2ccc(NC(=S)NC(C)C)cc2nc1C,x,-4.5,8.3,7.0,0.0354,-3.7,-5.1,-2.3,-11.5
O=C1CCCc2nc(NCc3ccco3)ncc21,22.2,-1.8,-13.6,8.0,0.127,-4.5,5.3,-6.8,-8.8
CN(C)c1ccc(NC(=O)Cn2c(=O)n(Cc3ccccc3)c(=O)c3ccccc32)cc1,-6.7,x,22.3,2.0,1.91,20.6,-1.5,54.3,-1.0
O=C(c1cc(N2CCCCC2)nc2ccccc12)N1CCOCC1,-11.9,0.4,21.2,1.0,1.07,20.3,4.9,-22.4,-7.9
Cc1c(C(=O)O)sc2nc3n(c(=O)c12)CCCCC3,-119.1,-0.9,21.1,-4.0,0.843,12.3,-3.2,4.7,-11.8
Cc1nc2c(C(=O)N3CCN(C)CC3)cnn2c(C)c1Cc1ccc(Cl)cc1,2.3,3.1,-10.5,-9.0,0.608,1.3,15.6,-15.9,-4.5
Cn1cc(-c2nnnn2-c2ccc(Cl)cc2)c(=O)c2ccccc21,9.9,-14.7,8.7,-6.0,-0.384,u,x,x,-11.5
N#Cc1cc(N)c(Nc2ccccc2)cc1C#N,0.5,-7.2,30.8,1.0,-1.03,30.9,12.5,-13.4,-7.2
COCCN1C(=O)C(O)=C(C(=O)c2ccco2)C1c1cccc(Oc2ccccc2)c1 (stereo unspecified),-20.2,-0.7,2.1,0.0,0.0159,2.4,18.8,-24.3,-10.9
N#CCCN1CCN(S(=O)(=O)c2ccc3c(c2)OCCCO3)CC1,-68.8,8.9,-14.4,2.0,-0.595,-2.5,15.5,-15.6,-10.9
CCC(=O)Nc1nc2ccccc2n1Cc1ccccc1C,-5.0,x,-1.7,0.0,-0.785,20.5,-14.1,-21.8,5.4
CSc1nnnn1-c1ccc(C(=O)O)cc1,-4.9,-25.1,-30.1,3.0,-0.912,x,-13.9,9.3,-13.7
O=C(COc1ccc(F)cc1Br)NCc1ccccn1,-1.8,-3.1,10.6,11.0,0.87,-17.9,22.4,-6.8,-1.3
O=C(CSC1=NC(=O)C(c2ccccc2)C(=O)N1)Nc1cccc(Cl)c1 (stereo unspecified),6.6,-3.0,-11.9,18.0,0.477,x,2.3,-33.8,-4.6
Cc1ccc(C)c(S(=O)(=O)NCc2ccncc2)c1,-7.4,7.3,-4.7,2.0,-0.511,11.4,1.6,-1.4,-13.2
C=CCSc1nc2c(c(=O)[nH]c(=O)n2C)n1CC,-36.0,-19.2,20.1,1.0,-1.12,-15.9,-21.4,-22.9,-8.5

# 2 entries drawn at random from those above, as already listed:
SMILES,HUVEC tox IL1B,sEH inhibitor,Plk1 PBD FP,E coli WT exp,hDAT+cocaine,F-actin modifier,VCAM1 TNFa inh,TNFa cytotox,PLK1 inh
CCOC(=O)C1=C(C)N(C)C(=S)NC1c1ccccc1Cl (stereo unspecified),-19.3,-1.2,5.4,-4.0,-0.217,24.8,-10.3,-1.2,-10.9
CCOc1cc(N2CCOCC2)c(OCC)cc1NC(=O)Cc1cccc(OC)c1,8.1,-5.1,-4.3,12.0,-0.25,7.1,-3.6,2.1,-9.5

# The list continues:
SMILES,HUVEC tox IL1B,sEH inhibitor,Plk1 PBD FP,E coli WT exp,hDAT+cocaine,F-actin modifier,VCAM1 TNFa inh,TNFa cytotox,PLK1 inh
O=S(=O)(NCC1CCCO1)c1ccc(S(=O)(=O)N2CCCC2)cc1 (stereo unspecified),-15.0,3.4,-31.1,1.0,-1.39,-1.6,-7.9,11.6,1.3
COc1cccc(N2CCN(c3ncccn3)CC2)c1,-8.0,x,-1.0,4.0,-0.765,7.8,-5.2,-15.8,-3.7
CCOC(=O)c1nn(-c2ccccc2)c(=O)c(C#N)c1C,6.7,-1.4,7.4,4.0,1.58,6.9,-18.7,x,-10.4
CC1CCCCC1NC(=O)CC1Oc2ccccc2NC1=O (stereo unspecified),22.7,x,15.5,-1.0,0.051,-0.6,0.3,-15.8,-7.9
COC(=O)C(Cc1c[nH]c2ccccc12)NC(C)=O (stereo unspecified),20.0,-14.3,8.4,x,2.05,8.7,-2.9,3.1,-11.2
CC1(C)CC(=O)c2cnc(NC(=O)c3ccco3)nc2C1,-60.6,6.6,-13.9,1.0,0.485,1.1,6.6,2.6,-7.6
O=C(O)CSc1sc(=S)sc1SCC(=O)O,-68.0,10.2,-6.6,0.0,-0.633,x,16.7,-11.3,7.2
CCC(C)N1CCN(C(=O)c2cccs2)CC1 (stereo unspecified),-8.1,-12.9,0.4,x,-0.642,-21.2,-15.0,-17.1,-6.9
O=C(O)C1CCCCC1C(=O)NCc1ccccc1 (stereo unspecified),-8.9,-1.3,7.8,2.0,0.308,x,-20.8,-23.7,-3.5
CCN(CC)C(=O)c1ccc(C)c(Br)c1,13.2,-5.6,20.8,0.0,1.15,7.0,8.8,3.0,-10.2
CS(=O)(=O)c1nc(-c2ccccc2)cc(-c2ccccc2)c1C#N,-22.5,0.6,2.7,-8.0,0.51,-0.6,15.1,-27.2,-12.7
CNC(=O)CCC(=O)Nc1ccc(C(=O)OC)cc1,9.6,x,-26.2,6.0,-0.439,10.3,18.1,-35.0,0.3
CC(=O)c1c(C)[nH]c(C(=O)CSc2nnc(-c3cccs3)n2Cc2ccccc2)c1C,-13.9,5.8,-22.4,0.0,1.49,14.9,-2.5,-6.9,-1.6
O=C(CCC(=O)N1CCN(S(=O)(=O)c2ccccc2)CC1)NC1CCCc2ccccc21 (stereo unspecified),-28.2,76.1,-9.1,-1.0,2.43,-3.0,-7.8,7.3,-5.0
CC(=O)c1sc2nc(SCC(=O)N3CCCCC3)[nH]c(=O)c2c1C,-16.5,-1.4,-8.1,-5.0,-0.103,-6.7,-22.3,-16.0,35.9
C=CCNc1nc(N(c2ccccc2)c2ccccc2)nc(-n2ccnc2)n1,-26.7,9.5,-15.9,-4.0,-0.038,19.4,-7.7,-19.8,-10.3
